Compound activity as filed in PubChem.
AI-2 QS mod: modulates the Vibrio harveyi AI-2 quorum sensing system | Vibrio harveyi JMH597 AI-2 luminescence/OD600 ratio, 9 h; stronger effect = lower value; strain lacks LuxN and CqsS sensors; 0 = neutral-control median | activity change, % at 7.5 µM | hit rate 0.4% among 300,000 | AID 2094; in the data active = activity change below about -75%, passing the limit was not always enough;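 note: luminescence divided by OD600 gain over 9 h not by final OD600 alone; inactives centre near 13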
PolyA inh: inhibitors of polyadenylation in S. cerevisiae | S. cerevisiae SKY197-pL101 polyadenylation reporter, beta-gal luminescence; efflux-impaired pdr1/pdr3 knockout yeast; score 100 = 6 SD above DMSO | calls only at 12 µM | hit rate 0.02% among 300,000 | AID 1875;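 active = lowest replicate activity score at least 50, where 100 means six control SD above control mean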;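 note: yeast exposed to compound for 9 h at 30 °C; higher score means more reporter readthrough which indicates perturbed polyadenylation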
MrgX1 allo act: human MrgX1 positive allosteric modulation, primary screen. MrgX1-HEK293, Fluo-4 calcium flux, FDSS; stronger effect = higher value. B-score at 10 µM. hit rate 0.63% among 310,000. AID 588675;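 active = plate-corrected calcium response at least 3 library SD above typical, normal starting fluorescence, not activating the receptor alone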;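 note: compound read alongside a low EC10 to EC30 dose of BAM8-22 agonist; peak minus trough fluorescence over baseline measured at the second addition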
Target sequence (Q96LB2 whole entry, looked up): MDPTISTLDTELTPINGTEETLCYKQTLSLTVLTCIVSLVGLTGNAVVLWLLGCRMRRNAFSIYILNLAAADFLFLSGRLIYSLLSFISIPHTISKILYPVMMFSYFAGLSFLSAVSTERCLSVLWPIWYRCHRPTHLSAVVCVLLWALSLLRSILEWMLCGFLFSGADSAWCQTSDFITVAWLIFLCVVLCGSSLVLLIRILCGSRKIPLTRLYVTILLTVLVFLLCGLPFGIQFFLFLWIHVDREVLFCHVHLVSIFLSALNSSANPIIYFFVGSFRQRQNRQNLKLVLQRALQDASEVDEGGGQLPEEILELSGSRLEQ
TRPC4 agonist: activators of mouse TRPC4 channel; HEK293 TRPC4beta/mu-opioid, Fluo4 calcium fluorescence; stronger effect = higher value; B-score at 10 µM; hit rate 0.49% among 310,000;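 active = B-score above 5 SD of library B-scores, and initial fluorescence ratio not above library mean plus 5 SD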;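 note: positive B-score marks a calcium rise read as TRPC4 activation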
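Test system: HEK293 cells stably co-expressing mouse TRPC4beta and mu-opioid receptor | Schedule: Fluo4 dye loading 45 min at room temperature, 110 s recording | Measured by: Kinetic Fluo4 calcium fluorescence, 5 s baseline at 1 Hz | Evaluation: B score of integrated ratio | Controls: Buffer (low) and maximal DAMGO (high)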
TRPC6 activator: mouse TRPC6 channel activation. AID 2550. Q61143. HEK293-TRPC6 membrane potential dye fluorescence; stronger effect = higher value. hit rate 0.13% among 310,000. B-score at 10 µM;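 active = B-score of the integrated fluorescence ratio above library mean plus 3 SD, and starting fluorescence ratio within library mean plus 5 SD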;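 note: higher score means more depolarization so channel activation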
TRPC4 potent: allosterically enhances the mouse TRPC4 cation channel | HEK293 TRPC4beta/mu-opioid, DAMGO EC20, Fluo-4 Ca2+ flux; stronger effect = higher value | B-score at 10 µM | hit rate 0.42% among 310,000 | AID 2227;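 active = B-score of calcium response area above 5 SD of library B-scores, with initial fluorescence ratio within 5 SD of library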;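 note: B-score of integrated fluorescence ratio over time as area under calcium response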
MrgX1 antag: blocks BAM8-22 activation of human MrgX1 receptor; Q96LB2; MRGX1-HEK293 calcium flux, Fluo-4, BAM8-22 antagonism; stronger effect = lower value; B-score at 10 µM; hit rate 1.3% among 310,000;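 active = calcium-response B-score plate-corrected more than 3 library SD below zero, starting fluorescence within 5 deviations, no agonist response on first addition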;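 note: peak minus trough fluorescence over baseline after final BAM8-22 challenge near maximal dose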
MrgX1 ag: agonists of human MrgX1 receptor. Q96LB2. MrgX1-HEK293 cells, Fluo-4 calcium fluorescence, agonist mode; stronger effect = higher value. B-score at 10 µM. hit rate 0.44% among 310,000. AID 588627;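 active = calcium response B-score plate-corrected fluorescence ratio at least 3 library SD, with starting fluorescence B-score inside 5 SD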
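Material: HEK293 cells stably expressing human MrgX1 receptor | Quantity: 15,000 cells per well | Times: Cells plated overnight, dye loaded 0.5 h 37 °C, 0.5 h room temperature | Measured by: Kinetic Fluo-4 NW fluorescence of intracellular calcium | Control set: Positive and negative controls per plate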
TRPC4 block: blocks the mouse TRPC4 cation channel; Q9QUQ5; HEK293 TRPC4beta/mu-opioid, DAMGO-evoked Fluo4 calcium flux; stronger effect = lower value; B-score at 10 µM; hit rate 0.39% among 300,000; AID 2247;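 active = B-score over 3 SD under the library average, no early fluorescence shift, positive overall ratio signal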
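Signal: kinetic Fluo4 fluorescence imaging of calcium influx. Material: stable TRPC4beta/mu-opioid receptor HEK293 cells. Probe or stimulus: DAMGO in two steps, submaximal then maximal.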
HIF activator: HIF pathway transcriptional activation; activation, % at 7.5 µM (by protocol); AID 1910; U2OS HRE-luciferase reporter, luminescence; normalized: DMSO 0%, desferrioxamine 100%; hit rate 0.32% among 300,000;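 active = mean activation of at least 10% of the iron chelator positive control signal, with at least half of replicates also reaching 10%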
TRPC6 inhibitor: inhibitors of mouse TRPC6 channel; HEK293-TRPC6, membrane potential dye, ACh-evoked depolarization; stronger effect = lower value; B-score at 10 µM; hit rate 1.1% among 310,000;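 active = B-score under library mean minus 3 SD, initial fluorescence not abnormally high, positive integrated signal ratio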;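 note: B-score derived from integrated fluorescence ratio over the kinetic read; more negative B-score means stronger inhibition of depolarization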
* hit, by the source's call; i = inactive; . = no result given. Only part of the results is shown. The share of hits here may be higher or lower than overall.

Values in the order: AI-2 QS mod, TRPC4 potent, TRPC4 agonist, MrgX1 ag, PolyA inh, TRPC6 inhibitor, TRPC4 block, HIF activator, MrgX1 allo act, TRPC6 activator, MrgX1 antag
> O=C(COc1ccc(F)cc1)Nc1nnc(C2CC2)s1
 : 15, i, i, i, i, i, i, 0.7, i, i, i
> Cc1ccc(-c2cc(C(=O)NCc3ccco3)c3ccccc3n2)s1
 : 4, i, i, i, i, i, i, 0.3, i, i, i
> O=C(Cn1nnc(-c2cccc(C(F)(F)F)c2)n1)NC(=O)NCc1ccco1
 : 32, i, i, i, i, i, i, 0.2, i, i, i
> COc1ccc(OC)c(C2C(C(=O)O)c3ccccc3C(=O)N2C)c1 (stereo not given)
 : 8, i, i, i, i, i, i, 1.3, i, i, i
> COc1ccccc1NC(=O)COC(=O)C1CCN(/C=C/C(=O)C(F)(F)F)CC1
 : 12, i, i, i, i, i, i, 0.1, i, i, i
> Cc1cccc(NC(=O)C2=C(O)c3ccccc3N(C)S2(=O)=O)c1
 : 5, i, i, i, i, i, i, -0.6, i, i, i
> Cc1ccccc1C(=O)Nc1ccc(N(C)C)c2ccccc12
 : 9, i, i, i, i, i, i, 0.4, i, i, i
> Cc1ccsc1C(=O)N(C)CC(=O)N(CC(C)C)c1c(N)n(CC(C)C)c(=O)[nH]c1=O
 : 12, i, i, i, i, i, i, -0.2, i, i, i
> NS(=O)(=O)c1ccc(NC(=S)N2CCN(Cc3ccc4c(c3)OCO4)CC2)cc1
 : 12, i, i, i, i, i, i, -0.1, i, i, i
> Cc1cccc2c1ncc1c(=O)n(-c3ccccc3)[nH]c12
 : 12, i, i, i, i, i, i, 2.6, i, i, i
> CCc1ccc(-c2nc(CS(=O)CC(=O)NC3CCCCCC3)c(C)o2)cc1 (stereo not given)
 : 33, i, i, i, i, i, i, 0.2, i, i, i
> O=C(NC1CCCc2ccccc21)C1CCN(S(=O)(=O)c2cccc3nonc23)CC1 (stereo not given)
 : 14, i, i, i, i, i, i, 0.2, i, i, i
> Cc1ccc(C(=O)Cn2cncn2)cc1
 : 8, i, i, i, i, i, i, -0.2, i, i, i
> O=C(Cn1cc(S(=O)(=O)Cc2ccccc2)c2ccccc21)Nc1ccccc1
 : 28, i, i, i, i, i, i, -0.5, i, i, i
> O=C(CN1CCc2ccccc2C1)Nc1cc(S(=O)(=O)N2CCOCC2)ccc1N1CCCC1
 : 17, i, i, i, i, i, i, -0.5, i, i, i
> COC(=O)C1(c2ccccc2)NC(c2ccc(O)cc2)C2C(=O)N(c3ccc4c(c3)OCO4)C(=O)C21 (stereo not given)
 : 18, i, i, i, i, i, i, -0.1, i, i, i
> O=[N+]([O-])c1cc(-c2cnc3ccccc3n2)ccc1Cl
 : 3, i, i, i, i, i, i, 0.0, i, i, i
> COc1ccc(OC)c(C(=O)NC(CC(N)=O)c2ccc(NCCN3CCOCC3)c([N+](=O)[O-])c2)c1 (stereo not given)
 : 14, i, i, i, i, i, i, 0.2, i, i, i
> CCc1ccc(S(=O)(=O)Nc2cccc(C3OCCCO3)c2)cc1
 : 16, i, i, i, i, i, i, 0.0, i, i, i
> COc1ccc(-c2noc(CCC(=O)NC3CCCCC3)n2)cc1OC
 : 19, i, i, i, i, i, i, 0.1, i, i, i
> CC(=O)c1sc(NC(=O)C2COc3ccccc3O2)nc1C (stereo not given)
 : 30, i, i, i, ., i, i, -2.6, i, i, i
> Cc1ncc([N+](=O)[O-])n1CCOC(=O)c1cc(Cl)cc(Cl)c1N
 : 28, i, i, i, i, i, i, 0.2, i, i, i
> C#Cc1cccc(NC(=O)c2ccc(Cl)cc2Cl)c1
 : 18, i, i, i, i, i, i, 5.0, i, i, i
> Cc1ccc(CCNC(=O)C2CCCN(c3ncnc4c3nc3n4CCCCC3)C2)cc1 (stereo not given)
 : 3, i, i, i, i, i, i, 0.1, i, i, i
> CCOC(=O)Cc1csc(NC(=O)CCC(=O)O)n1
 : 8, i, i, i, i, i, i, -0.3, i, i, i
> CCOC(=O)c1c(NS(=O)(=O)c2cccc(OC)c2)sc2c1CCC2
 : 35, i, i, i, i, i, i, -0.1, i, i, i
> CCCNC(=O)Cn1c(=O)/c(=C\c2ccc(-c3ccc([N+](=O)[O-])cc3)o2)s/c1=C\C(=O)C(C)(C)C
 : 37, i, i, i, i, i, i, -0.9, i, 33*, -9.5*
> CC(=O)Cn1ncc(N2CCOCC2)c(Cl)c1=O
 : 19, i, i, i, i, i, i, 0.2, i, i, i
> Cc1cccc(CN2CCSCC2)c1
 : 8, i, i, i, i, i, i, -0.9, i, i, i
> COc1ccc(CCNC(=O)c2nn(C)c3c2CS(=O)(=O)c2ccccc2-3)c(OC)c1
 : ., i, i, i, i, i, i, -0.6, i, i, i
> CCCN1C(=O)/C(=C/c2cc(C)n(C)c2C)SC1=Nc1ccc(OCC)cc1
 : 9, i, i, i, i, i, i, -0.1, i, i, i
> O=C(O)CCC1(C(=O)O)OCCc2ccccc21 (stereo not given)
 : 38, i, i, i, i, i, i, -0.2, i, i, i
> COc1ccc(S(=O)(=O)NCCCN2CCOCC2)cc1F
 : 10, i, i, i, i, i, i, 0.5, i, i, i
> CCN(CC)S(=O)(=O)c1ccc(C(=O)OCC(=O)N2CCOCC2)cc1
 : 21, i, i, i, i, i, i, 0.4, i, i, i
> Cc1ccc(OCc2cc(C(=O)N3CCC(C(O)C(C)C)CC3)no2)cc1C (stereo not given)
 : -5, i, i, i, i, i, i, 2.0, i, i, i
> CCN(CC)Cc1ccccn1
 : 27, i, i, i, i, i, i, -0.9, i, i, i
> COc1ccc(S(=O)(=O)N2CCC(NC(=O)Nc3ccc(C)cc3)CC2)cc1
 : 4, i, i, i, i, i, i, -0.3, i, i, i
> CCCCN(CC)Cc1ccc(CNC(=O)Nc2ccccc2)o1
 : 14, i, i, i, i, i, i, 0.0, i, i, i
> Cc1cc(NCCCn2ccnc2)n2nc(-c3ccc(Cl)cc3)cc2n1
 : 1, i, i, i, i, -11*, i, 0.3, i, i, i
> CCCCN(CCCC)C(=O)c1cn(CC)c2cc(N3CCN(C)CC3)c(F)cc2c1=O
 : 9, i, i, i, i, i, i, 1.2, i, i, i
> C/C(=N\OCc1ccccc1C#N)c1cc2ccccc2o1
 : 12, i, i, i, i, i, i, 2.5, i, i, i
> CCOc1cc(C(C(=O)NCC2CCCO2)N(C(=O)Cn2nnc3ccccc32)c2ccc(NC(C)=O)cc2)ccc1O (stereo not given)
 : 31, i, i, i, i, i, i, -0.2, i, i, i
> COc1ccc(CN2CCCCC2C)cc1C (stereo not given)
 : 16, i, i, i, i, i, i, -0.3, i, i, i
> COc1ccc(N(C(C)C(=O)NCCSCc2cccc(Cl)c2)S(C)(=O)=O)cc1 (stereo not given)
 : 1, i, i, i, i, i, i, 0.7, i, i, i
> COc1ccc(NS(=O)(=O)c2ccc(F)c(Cl)c2)cn1
 : 34, i, i, i, i, i, i, -1.3, i, i, i
> Cc1cccc(NC(=O)C2CCCN2C(=O)OCC(C)C)c1C (stereo not given)
 : 14, i, i, i, i, i, i, -0.2, i, i, i
> Cc1ccnc(NC(=O)C2CCN(S(=O)(=O)c3ccc(Cl)c(C(F)(F)F)c3)CC2)c1
 : 0, i, i, i, i, i, i, -5.8, i, i, i
> O=C(OCC(=O)N1CCCC1)c1ccc(Cl)c([N+](=O)[O-])c1
 : 20, i, i, i, i, i, i, -0.5, i, i, i
> CN1CCN(CC(O)COc2ccc(Cl)cc2)CC1 (stereo not given)
 : 17, i, i, i, i, i, i, -0.1, i, i, i
> CC(C)C(NS(=O)(=O)c1cccc2nsnc12)C(=O)N1CCc2ccccc2C1 (stereo not given)
 : 28, i, i, i, i, i, i, -0.2, i, i, i
> O=C(CCC1CCCC1)N=C1SC2CS(=O)(=O)CC2N1Cc1ccccc1 (stereo not given)
 : 2, i, i, i, i, i, i, 0.6, i, i, i
> O=C(CSCCO)Nc1cc(C(F)(F)F)ccc1Cl
 : 4, i, i, i, i, i, i, -0.2, i, i, i
> COCCCNC(=O)CC(C)c1ccccc1 (stereo not given)
 : 10, i, i, i, i, i, i, -0.2, i, i, i
> CN1CCN(NC(=O)c2ccc(S(=O)(=O)N3CC4(C)CC3CC(C)(C)C4)cc2)CC1 (stereo not given)
 : 44, i, i, i, i, i, i, -2.9, i, i, i
> CSc1nnc(Cn2c(=O)sc3ccccc32)n1CCc1ccccc1
 : 22, i, i, i, i, i, i, -0.7, i, i, i
> CC(C)OP(=O)(OC(C)C)C(Nc1ccccc1)c1cccnc1 (stereo not given)
 : 13, i, i, i, i, i, i, 0.4, i, i, i
> COc1cc(NC(=O)c2cc3cccc(OC)c3o2)cc(C(=O)Nc2cccc(C(F)(F)F)c2)c1
 : 21, i, i, i, i, i, i, 1.2, i, i, -5.2*
> COc1ccc(S(N)(=O)=O)cc1C(=O)OCC1CCCCC1
 : 9, i, i, i, i, i, i, -0.2, i, i, i
> CCC(=O)Nc1nc(CC(=O)Nc2ccccc2OC)cs1
 : 10, i, i, i, i, i, i, -0.2, i, i, i
> CC(C)[C@H](NC(=O)OCc1ccccc1)C(=O)OCC(=O)NCCc1ccccc1
 : 20, i, i, i, i, i, i, -0.3, i, i, i

Printed as active in TRPC6 activator, among the entries above:
smiles	AI-2 QS mod	TRPC4 potent	TRPC4 agonist	MrgX1 ag	PolyA inh	TRPC4 block	TRPC6 activator	MrgX1 antag
CCCNC(=O)Cn1c(=O)/c(=C\c2ccc(-c3ccc([N+](=O)[O-])cc3)o2)s/c1=C\C(=O)C(C)(C)C	37	i	i	i	i	i	33*	-9.5*

Next section.
Values in the order: AI-2 QS mod, TRPC4 potent, TRPC4 agonist, MrgX1 ag, PolyA inh, TRPC6 inhibitor, TRPC4 block, HIF activator, MrgX1 allo act, TRPC6 activator, MrgX1 antag
> Nc1ccc(C(=O)OCCCc2nc3cc4ccccc4cc3[nH]2)cc1
 : 36, i, i, i, i, i, i, 0.4, i, i, i
> COc1ccc(CC(=O)Nc2ccc(-c3noc(-c4ccc(Cl)cc4)n3)cc2)cc1
 : 23, i, i, i, i, i, i, -0.8, i, i, i
> Cc1nc2cc(NC(=O)NCc3ccco3)ccc2n1C
 : 7, i, i, i, i, i, i, 1.1, i, i, i
> O=C(NCc1cc(F)ccc1F)C1CCC(=O)N(C2CCCCCC2)C1 (stereo not given)
 : 12, i, i, i, i, i, i, -0.9, i, i, i
